Screening data (PubChem BioAssay)
DUSP3 inh: blocks human VHR1 dual specificity phosphatase. P51452. recombinant VHR phosphatase, pNPP absorbance. inhibition, % at 13.3 µM. 290,000 compounds, 0.52% hits; in the data active = inhibition above about 50%; note: some compounds called inactive have numbers as strong as hits
Target sequence (P51452 whole entry, looked up): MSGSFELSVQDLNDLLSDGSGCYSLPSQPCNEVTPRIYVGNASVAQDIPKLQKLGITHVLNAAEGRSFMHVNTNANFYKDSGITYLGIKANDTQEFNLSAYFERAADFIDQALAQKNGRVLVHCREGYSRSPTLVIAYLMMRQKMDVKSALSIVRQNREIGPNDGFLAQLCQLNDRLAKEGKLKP
Mtb UGM inh: inhibitors of M. tuberculosis UDP-galactopyranose mutase. AID 504406. purified UGM, fluorescence polarization probe displacement. P9WIQ1. 320,000 compounds, 0.06% hits. inhibition, % at 10 µM; in the data active = inhibition above about 10%, passing the limit was not always enough
Target sequence (P9WIQ1 whole entry, looked up): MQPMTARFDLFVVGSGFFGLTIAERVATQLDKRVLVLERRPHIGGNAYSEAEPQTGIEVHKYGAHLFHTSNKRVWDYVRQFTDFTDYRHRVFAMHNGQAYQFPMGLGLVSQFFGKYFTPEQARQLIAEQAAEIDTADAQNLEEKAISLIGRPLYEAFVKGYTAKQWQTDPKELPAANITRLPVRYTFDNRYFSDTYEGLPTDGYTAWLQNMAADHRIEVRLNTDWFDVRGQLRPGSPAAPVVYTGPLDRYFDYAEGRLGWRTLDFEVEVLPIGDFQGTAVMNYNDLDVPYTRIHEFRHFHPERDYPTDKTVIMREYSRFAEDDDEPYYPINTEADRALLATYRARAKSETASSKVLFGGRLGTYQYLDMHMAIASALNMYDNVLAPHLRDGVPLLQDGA
MazEF act: increases E. coli MazEF RNase cleavage of RNA. P0AE70. FAM/BHQ RNA-DNA oligo cleavage fluorescence, 5 h. activation, % at 20 µM. 350,000 compounds, 0.32% hits. AID 504720; in the data active = activation above about 50%
Target sequence (P0AE70 whole entry, looked up): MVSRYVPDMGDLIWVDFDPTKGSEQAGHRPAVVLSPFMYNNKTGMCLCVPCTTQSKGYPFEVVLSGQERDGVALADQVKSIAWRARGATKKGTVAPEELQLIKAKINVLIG
BioA inh: inhibitors of Mycobacterium tuberculosis BioA enzyme; AID 602481; purified M. tuberculosis BioA enzyme, plate reader; inhibition, % at 9.99 µM; 360,000 compounds, 0.096% hits; in the data active = inhibition above about 40%
Rv3671c protease: Rv3671c (M. tuberculosis) protease inhibition; P9WHR9; inhibition, % at 5.96 µM; 320,000 compounds, 0.048% hits; in the data active = inhibition above about 38%;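 note: extracellular domain of Rv3671c used as enzyme; 0% = enzyme with DMSO and 100% = no enzyme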
3CLpro inhibitor: SARS-CoV 3CLpro protease inhibition | recombinant SARS-CoV 3CLpro, quenched FRET peptide cleavage | inhibition, % at 6 µM | 290,000 compounds, 0.14% hits | AID 1706; in the data active = inhibition above about 12%
FBA Mtb inh: inhibits M. tuberculosis FBA enzyme | P9WQA3 | purified M. tuberculosis FBA, fluorescence read-out | inhibition, % at 1 µM | 360,000 compounds, 2.3% hits; in the data active = inhibition above about 27%;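 note: 0% = vehicle and 100% = reference inhibitor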
Target sequence (P9WQA3 whole entry, looked up): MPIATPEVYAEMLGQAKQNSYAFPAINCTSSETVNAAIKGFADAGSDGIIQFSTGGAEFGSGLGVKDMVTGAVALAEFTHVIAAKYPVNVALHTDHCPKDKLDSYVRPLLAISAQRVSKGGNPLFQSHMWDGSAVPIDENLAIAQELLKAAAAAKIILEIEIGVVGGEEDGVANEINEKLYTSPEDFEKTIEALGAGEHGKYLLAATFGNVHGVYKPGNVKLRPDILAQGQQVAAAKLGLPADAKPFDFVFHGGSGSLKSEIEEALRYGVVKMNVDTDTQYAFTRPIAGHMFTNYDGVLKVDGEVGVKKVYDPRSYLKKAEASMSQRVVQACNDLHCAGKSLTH
Vc quorum ag: induces V. cholerae light production without autoinducers; AID 588436; V. cholerae BH1578 lux reporter, luminescence, 6 h; 350,000 compounds, 0.16% hits; activation, % at 18.7 µM; in the data active = activation mostly above about 9.7%, no sharp cut-off; note: not every result past the cut was called active; inactives centre near 0; reference of the scale not given here
PriA SSB inh: blocks PriA binding to SSB C-terminal tail; AlphaScreen SSBct-PriA binding, biotinylated peptide; inhibition, % at 33 µM; 430,000 compounds, 0.6% hits; in the data active = inhibition mostly above about 37%, no sharp cut-off; inactive = mostly below about 20%;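 note: plate controls were negative control peptide for no effect and reference peptide for full effect; strong numbers were not always called active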
GDH-TPI counter: inhibits GDH-TPI coupling enzymes, artifact for Mtb FBA screen; 360,000 compounds, 1.2% hits; GDH-TPI coupled enzyme counterscreen, NADH absorbance; inhibition, % at 4.8 µM; AID 588335; in the data active = inhibition above about 30%;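 note: 0% = DMSO wells and 100% = wells lacking the enzyme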
* = called active by the depositor; i = inactive; . = not tested or not shown; & = joins results of further samples. The list is partial (hit frequency here may not be typical).

compound	DUSP3 inh	Mtb UGM inh	MazEF act	BioA inh	Rv3671c protease	3CLpro inhibitor	FBA Mtb inh	Vc quorum ag	PriA SSB inh	GDH-TPI counter
COc1cccc(NC(=O)c2oc3ccccc3c2NC(=O)c2ccc3c(c2)OCO3)c1	11	1.7	-14	-3.4	-140	3	2	-0.3	-32	36*
COc1cc(/C=C/C(=O)N(C)c2ccccc2C(=O)O)cc(OC)c1OC	20	-0.8	4	-1.6	-9	-9	8	.	-2	6
COc1ccccc1CNC(=O)c1ccc(NC(=O)CC2SC(N3CCCC3)=NC2=O)cc1 (configuration not stated)	.	2.0	-1	.	14	.	0	2.7	-1	1
CCOc1ccc(NC(=O)c2ccccc2NC(=O)CN2CCCCCC2)cc1	.	.	3	-1.2	.	.	1	i	-3	3
Cn1cccc1/C=C1\C(=O)NC(=O)N(CCC2=CCCCC2)C1=O	19	.	1	.	.	6	-4	-0.2	2	12
COc1ccc2[nH]c3c(=O)n(CCCCC(=O)NCCC(C)C)c(=S)[nH]c3c2c1	6	4.3	0	.	-4	-1	1	i	-9	6
Cc1cccc(C2NC(=O)c3c(sc(C)c3C)N2)c1O (configuration not stated)	11	0.6	8	.	13	1	2	-1.5	12	19
Cc1ccc(NS(=O)(=O)c2ccc(C(=O)NNC(=O)c3ccccc3O)cc2)cc1	.	-3.0	-3	.	5	.	-2	i	5	8
Cc1ccc(N2CC(C(=O)N3CCOCC3)CC2=O)cc1Cl (configuration not stated)	-3	-1.4	8	.	-20	1	0	i	-1	6
O=C1CCC(=O)N1c1ccc(S(=O)(=O)N2CCCC2)cc1	19	-0.1	-25	-0.1	1	-2	1	i	-3	-6
Cc1cc([N+](=O)[O-])ccc1NC(=O)Nc1ccc(F)cc1F	17	2.4	15	.	-4	3	2	-0.3	-11	3
COCCCNC(=S)N(CCN(C)C)Cc1cc2cc3c(cc2[nH]c1=O)OCCO3	87	0.6	2	2.0	1	-5	29*	0.3	-6	16
CCC(=O)N/C(=N/c1nc(C)cc(C)n1)Nc1ccc(OC)cc1	40	0.0	7	-1.0	-4	-2	2	-0.4	.	3
CCc1nnc(NS(=O)(=O)c2ccc(NC(=S)NC(=O)/C=C/c3ccc(C(C)C)cc3)cc2)s1	14	1.0	-8	.	-90	7	-4	0.9	24	32*
O=C(CSc1nnc2c(Cl)cc(C(F)(F)F)cn12)Nc1ccc2c(c1)OCO2	-16	0.8	-12	-2.4	-1	-4	0	-4.2	-7	9
CCC(NC(=S)Nc1ccccc1)C(=O)O (configuration not stated)	1	2.2	8	-1.5	-12	4	0	i	-13	-2

4 entries from above, with each value named:
CCc1nnc(NS(=O)(=O)c2ccc(NC(=S)NC(=O)/C=C/c3ccc(C(C)C)cc3)cc2)s1
  DUSP3 inh = 14	Mtb UGM inh = 1.0	MazEF act = -8	BioA inh = .	Rv3671c protease = -90	3CLpro inhibitor = 7	FBA Mtb inh = -4	Vc quorum ag = 0.9	PriA SSB inh = 24	GDH-TPI counter = 32*

O=C1CCC(=O)N1c1ccc(S(=O)(=O)N2CCCC2)cc1
  DUSP3 inh = 19	Mtb UGM inh = -0.1	MazEF act = -25	BioA inh = -0.1	Rv3671c protease = 1	3CLpro inhibitor = -2	FBA Mtb inh = 1	Vc quorum ag = i	PriA SSB inh = -3	GDH-TPI counter = -6

Cc1cc([N+](=O)[O-])ccc1NC(=O)Nc1ccc(F)cc1F
  DUSP3 inh = 17	Mtb UGM inh = 2.4	MazEF act = 15	BioA inh = .	Rv3671c protease = -4	3CLpro inhibitor = 3	FBA Mtb inh = 2	Vc quorum ag = -0.3	PriA SSB inh = -11	GDH-TPI counter = 3

Cc1ccc(N2CC(C(=O)N3CCOCC3)CC2=O)cc1Cl (configuration not stated)
  DUSP3 inh = -3	Mtb UGM inh = -1.4	MazEF act = 8	BioA inh = .	Rv3671c protease = -20	3CLpro inhibitor = 1	FBA Mtb inh = 0	Vc quorum ag = i	PriA SSB inh = -1	GDH-TPI counter = 6

(continued)
compound	DUSP3 inh	Mtb UGM inh	MazEF act	BioA inh	Rv3671c protease	3CLpro inhibitor	FBA Mtb inh	Vc quorum ag	PriA SSB inh	GDH-TPI counter
CC1=NN(c2ccc([N+](=O)[O-])cc2)C(=O)/C1=C\N(C)C	1	-1.6	-13	.	-15	-3	-9	3.6	-2	10
CCCCn1c(SCC(=O)OCC)nc2c1c(=O)[nH]c(=O)n2C	-1	-2.1	0	-0.4	-33	-2	-1	-0.6	0	10
COc1ccc(CN2CCCC(C(=O)N3CCc4ccccc4C3)C2)cc1OC (configuration not stated)	59*	0.8	4	1.1	0	4	0	-7.4	-27	8
CCOC(=O)c1sc2nc(C)nc(NCc3cccnc3)c2c1C	33	0.3	27	.	-7	2	44*	i	2	0
CCCNC(=O)C(Cc1ccccc1)NC(=O)c1ccc(-c2ccccc2)cc1 (configuration not stated)	.	2.0	-13	0.4	-4	.	-2	i	11	1
CCOC(=O)C1=CN(C(C)C)CCC1=O	.	.	5	-0.7	.	.	-2	i	-21	14
COc1cccc(C(=O)NC2(C(F)(F)F)N=C3SCCN3C2=O)c1 (configuration not stated)	20	1.0	-5	-0.7	2	-2	1	i	-9	6
Cc1cc(C)nc(-n2nc(C)cc2NC(=O)c2cc3ccccc3oc2=O)n1	.	-1.7	21	0.1	6	.	0	0.6	4	-9
CC1(C)CC(=O)C2=C(C1)OC(N)=C(C#N)C21C(=O)N(Cc2ccccc2Cl)c2ccccc21 (configuration not stated)	26	2.4	0	0.8	-4	4	-2	i	-11	-5
Nc1nc2c(F)cccc2s1	12	-1.3	1	-0.6	-15	11	2	-1.5	7	-7
Cc1ccc([N+](=O)[O-])cc1NC(=O)Nc1ccc(S(N)(=O)=O)cc1	16	0.9	4	2.6	-14	0	1	i	-7	5
CCCCC(=O)OCc1c(-c2ccccc2)ncc2ccccc12	.	2.8	-2	0.1	-5	.	0	-0.3	-12	3
CCc1ccc(OCC(O)CN2CCN(c3ccc(OC)cc3)CC2)cc1 (configuration not stated)	.	6.0	7	-1.1	7	0	0	-0.6	20	-3
Cc1cc(=O)oc(C)c1C(=O)NCCc1ccc(F)cc1	0	1.2	6	-0.4	-4	2	-5	.	-8	11
Cc1ccc2nc3c(cc(C(=O)NC4CCCCC4)c(=N)n3C3CCCCC3)c(=O)n2c1	12	-0.3	8	-0.2	0	-3	71*	i	-3	-4
N=C(N)c1c(O)n(C2CCCCC2)c(=O)n(C2CCCCC2)c1=O	13	-1.7	15	.	-8	5	-2	-0.5	-16	3
CC(NS(=O)(=O)c1ccc(Br)cc1F)[C@H](O)c1ccccc1 (some centres not stated)	.	.	1	0.2	.	.	0	-0.2	.	-6
Cc1ccc(S(=O)(=O)CC(CN2CCOCC2)N2CCOCC2)cc1 (configuration not stated)	19	0.8	1	.	2	0	-3	-0.3	-1	7
O=C(COC(=O)C1CCN(S(=O)(=O)c2c(Cl)cccc2Cl)CC1)NCc1ccco1	.	-2.6	-3	0.2	2	.	3	i	-8	1
COc1ccc(NC(=O)N(C)[C@H]2C[C@H]3c4[nH]c5ccc(-c6ccc7c(c6)OCO7)cc5c4CCN3C[C@H]2[C@H](C)O)cc1	.	.	-13	.	.	.	2	-0.3	.	5
Oc1cccc(Nc2ncnc3ccccc23)c1	1	-2.4	3	.	-9	-3	1	i	0	11
O=C(NCC(=O)N1CCN(S(=O)(=O)/C=C/c2ccccc2)CC1)c1ccc(Cl)cc1	1	1.6	6	-0.6	3	-4	0	-0.3	-1	8
COc1ccccc1-n1c2nc3ccccc3nc2c2c(=O)n(-c3cc(C)cc(C)c3)cnc21	1	0.8	-2	.	3	4	2	-0.2	1	17
O=C(Nc1ccccc1C(=O)N1CCCCCC1)c1ccc(Cl)cc1	-25	0.0	4	.	6	-1	0	i	-12	-4
O=C(Cn1ccc2ccccc2c1=O)NCCC(=O)N1CCN(c2cccc(C(F)(F)F)c2)CC1	12	-3.1	2	0.3	-1	5	-1	i	-9	6
CC(C)OC(=O)c1cccnc1N1CCN(c2cccc(Cl)c2)CC1	11	-2.5	-2	.	-3	-2	-3	-0.2	-67	-2
Cc1ccccc1Oc1ccc2c(c1)[C@@H]1C[C@H](N(C)C(=O)NC3CCCCC3)[C@H]([C@H](C)O)C(=O)N1CC2	.	.	9	1.8	.	.	-3	-0.2	-8	-2
Cc1cccc(NC2=C/C(=N/S(=O)(=O)c3cccs3)c3ccccc3C2=O)c1	-4	0.7	-3	.	-107	5	-3	-0.3	.	1
COc1ccc(C(=O)Nc2ncccc2C)cc1S(=O)(=O)N1CCCc2ccccc21	.	2.3	-8	.	-9	.	2	-1.4	-10	-10
Cc1nc2c(C)cccn2c(=O)c1NC(=O)c1cccc2ccccc12	.	1.7	4	-1.0	2	.	2	-0.5	-8	4
C[C@@H]1CN([C@@H](C)CO)C(=O)c2cc(NC(=O)Nc3ccc4c(c3)OCO4)ccc2O[C@H]1CN(C)S(=O)(=O)c1cn(C)cn1	.	3.2	1	1.6&0.5	-4	.	0	i	9	9
COc1ccccc1NC(=O)CSc1nnc(Cn2c(=O)sc3ccccc32)n1C	1	0.0	7	-1.1	1	2	4	-1.4	-12	5
COc1ccccc1CCc1nnc(N)s1	25	2.2	-1	-0.6	1	9	-4	i	3	-3
Cc1ccc(NC(=O)c2cc([N+](=O)[O-])ccc2NCc2cccnc2)cc1Cl	34	-2.5	5	-1.3	-62	4	0	i	16	8
CNc1cncc(-c2ccc(O)cc2C)n1	.	.	.	-0.3	.	.	13	0.6	.	9
Cn1nnnc1Sc1ncnc2scc(-c3ccccc3)c12	5	0.5	12	8.4	7	3	1	i	-6	13
O=S(=O)(Cc1ccc(Cl)cc1)N1CCN(Cc2ccc3c(c2)OCO3)CC1	19	-2.8	5	-0.1	-2	-4	2	1.2	-5	0
COc1ccc(C(=O)c2ccc(OC)c(OC)c2OC)cc1	.	.	-2	0.5	.	.	-1	i	-6	9
Cc1csc(=O)n1CC(=O)OCC(=O)Nc1ccc(Cl)cc1F	.	-0.7	-10	.	3	.	0	i	-3	1
CCN(CC)S(=O)(=O)c1ccc2[nH]cc(C(=O)NCCCN3CCCCC3C)c(=O)c2c1 (configuration not stated)	11	0.0	6	.	-8	4	14	i	-20	16
COc1ccc(NC(=O)NCc2cccnc2)cc1OC	-15	-0.2	2	1.7	4	4	1	-0.5	-7	1
O=C(NC1CCCCC1)C(c1ccccc1)N(C(=O)Cc1ccsc1)c1ccccc1 (configuration not stated)	16	3.6	1	-0.4	2	-5	0	-1.8	-16	4
NS(=O)(=O)c1ccc(CCNC(=O)CN2CCN(c3ccccc3O)CC2)cc1	0	2.2	7	.	3	-2	-1	i	-1	8
CN(CC(=O)Nc1ccccc1F)CC(=O)Nc1ccccc1Br	6	-2.9	11	.	2	0	0	i	1	-8
CCN(Cc1ccccc1)C(=O)CSc1nncn1C	9	0.2	7	.	1	0	0	-0.3	-4	1
Cc1ccc(S(=O)(=O)N2CCCC2C(=O)NCc2ccccc2F)cc1 (configuration not stated)	-17	1.1	5	1.1	4	-1	-3	-0.9	0	-5
Cc1nc(NC(=O)c2ccc([N+](=O)[O-])cc2Cl)sc1C(=O)N(C)C	5	2.0	4	.	-11	-2	91*	i	-12	13
CSCCC1NC(=O)N(CC(=O)Nc2ccc(Cl)c(S(=O)(=O)N3CCOCC3)c2)C1=O (configuration not stated)	.	-0.7	-9	.	-2	.	0	-4.5	-7	13
CCc1ccc(CNC(=O)C2CCN(S(=O)(=O)N3CCCC3)CC2)cc1	12	1.9	1	-2.5	0	3	4	-1.5	-5	9
CCNc1nc(NC(C)C)nc(OCCNS(=O)(=O)c2cc(C)ccc2C)n1	17	0.2	6	-0.5	8	-1	-1	0.0	-3	6
O=C1C=CN(C(=O)Oc2ccccc2)CC1	5	3.3	5	.	2	3	-3	-0.2	2	2
CCCn1c(NC(=O)C2CCN(S(=O)(=O)c3cccs3)CC2)nc2ccccc21	47	2.7	-3	-0.3	5	-2	-3	i	1	4
C=C1C2(C(=O)NCc3ccco3)CCC(C2)C1(C)C (configuration not stated)	-1	1.6	4	-0.5	2	3	5	-0.3	-7	0
